UTI89 phage lysis: inhibition of K1F phage lysis, E. coli UTI89, bacterial capsule biogenesis inhibitors, alamar blue (AID 488966); E. coli UTI89 K1F phage lysis, alamar blue, 2 h; higher % means a stronger effect; inhibition, % at 100 µM; hits with a dose series show IC50 in µM; actives 0.02% (n = 340,000);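 active = phage lysis inhibition, versus mean bacterial control, above a set limit; inconclusive = no clear call, values can overlap the other calls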;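 also: capsule biogenesis inhibitors block K1F phage lysis so surviving cells raise fluorescence; higher fluorescence means more inhibition of phage lysis; actives were called in the ten point dose series up to 300 µM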
AID2073: inhibitors of Mint1-CaV2.2 protein interaction, biochemical, HTRF (AID 2073); one-dose inhibition, % at 20 µM; IC50 in µM for titrated hits; actives 0.19% (n = 290,000); HTRF protein-protein interaction, Mint1-CaV2.2; higher % means a stronger effect; in the data active = inhibition mostly above about 51%, no sharp cut-off; inconclusive = no clear call, values can overlap the other calls; inactive = mostly below about 53%; also: some results filed as inactive read as strong as hits
HIV fusion peptide: inhibitors of HIV fusion peptide binding, primary screen, biochemical, uHTS, fluorescence dequenching (AID 1986) | one-dose inhibition, % at 20 µM; IC50 in µM for titrated hits | actives 0.3% (n = 290,000) | cell-free peptide binding, fluorescence dequenching, 30 min; higher % means a stronger effect; in the data active = inhibition mostly above about 52%, no sharp cut-off; inactive = mostly below about 76%; also: some results filed as inactive read as strong as hits
GPR55 LPI antagonism: GPR55 antagonists blocking LPI-driven arrestin recruitment, primary screen, imaging, U2OS, beta-arrestin-GFP, LPI agonist (AID 2013) | actives 0.13% (n = 290,000) | inhibition, % at 10 µM; hits with a dose series show IC50 in µM | G-protein coupled receptor 55 (Homo sapiens) | U2OS GPR55 beta-arrestin-GFP translocation imaging, LPI antagonism; higher % means a stronger effect;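 active = spots per cell inhibited over 60%, with over 100 cells counted and total cytoplasm intensity under 500,000; inconclusive = wells with under 100 cells, flagged as likely toxic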;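 also: U2OS cells stably carrying GPR55 and arrestin-GFP stimulated by 5 µM LPI near EC80; imaged beta-arrestin-GFP aggregate spots per cell after agonist stimulation; plate controls were LPI-stimulated DMSO wells for no effect and DMSO wells without LPI for full effect; some results filed as inactive read as strong as hits; confirmed hits need IC50 under 10 µM and bright autofluorescent wells are also inconclusive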
NTR1 agonist: agonists of NTR1, primary screen, imaging, U2OS cells, beta-arrestin-GFP, high content (AID 493036) | NTR1-U2OS beta-arrestin-GFP spot imaging, agonist mode | activation, % at 20 µM | actives 0.17% (n = 330,000);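 active = activation at or above 40% of the spot to cytoplasm intensity ratio, with at least 20 cells analyzed; inconclusive = wells under 20 cells, flagged as cytotoxic or low count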;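 also: 0% = DMSO without peptide and 100% = 100 nM NTR1 peptide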
Target sequence (P30989 whole entry, looked up): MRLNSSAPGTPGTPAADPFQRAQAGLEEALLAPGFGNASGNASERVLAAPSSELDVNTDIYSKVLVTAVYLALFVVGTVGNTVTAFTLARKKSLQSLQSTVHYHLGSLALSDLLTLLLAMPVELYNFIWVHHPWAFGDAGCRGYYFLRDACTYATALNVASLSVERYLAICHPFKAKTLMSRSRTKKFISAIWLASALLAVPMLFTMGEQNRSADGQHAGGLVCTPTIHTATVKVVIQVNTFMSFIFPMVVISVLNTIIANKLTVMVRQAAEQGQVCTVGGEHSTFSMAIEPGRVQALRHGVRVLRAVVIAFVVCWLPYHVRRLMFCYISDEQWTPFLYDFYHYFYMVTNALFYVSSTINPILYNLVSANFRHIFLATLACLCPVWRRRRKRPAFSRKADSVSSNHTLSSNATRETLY
GPR55 activation: GPR55 agonists via beta-arrestin recruitment, primary screen, imaging, U2OS cells, beta-arrestin-GFP redistribution (AID 1961); G-protein coupled receptor 55 (Homo sapiens); U2OS GPR55 beta-arrestin-GFP redistribution imaging; higher % means a stronger effect; activation, % at 10 µM; hits with a dose series show EC50 in µM; actives 0.048% (n = 290,000);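 active = activation above 40% with more than 50 cells counted in the well; inconclusive = wells holding fewer than 50 cells, flagged as toxic or sparse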;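 also: U2OS osteosarcoma cells stably expressing GPR55 and beta-arrestin-GFP; plate controls were DMSO negative control for no effect and LPI positive control for full effect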
Siah-1 displacement: Siah-1 peptide-binding antagonists, primary screen, biochemical, fluorescence polarization, rhodamine-plectin, uHTS (AID 1817). Siah-1 / rhodamine-plectin peptide fluorescence polarization; higher % means a stronger effect. E3 ubiquitin-protein ligase SIAH1 (Homo sapiens). actives 0.02% (n = 290,000). one-dose displacement, % at 20 µM; IC50 in µM for titrated hits;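 active = displacement of at least 50% at 20 µM, with a fluorescence ratio check between 0.3 and a set limit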;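 also: plate controls were Siah plus tracer with DMSO for no effect and tracer alone without Siah for full effect; strong numbers were not always called active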
Dengue-2 NS5 capping: Dengue-2 NS5 methyltransferase inhibitors, primary screen, biochemical, confirmation dose response (AID 588689); actives 0.3% (n = 340,000); inhibition, % at 25 µM; hits with a dose series show IC50 in µM; Dengue-2 NS5 methyltransferase capping enzyme assay, biochemical; higher % means a stronger effect; Genome polyprotein (Dengue virus type 2 (strain 16681-PDK53)); in the data active = a potency from the dose series; inconclusive = inhibition above about 29% without an active follow-up result
GPR35 antagonists: GPR35 antagonists blocking zaprinast-driven arrestin recruitment, primary screen, imaging, U2OS, beta-arrestin-GFP, zaprinast agonist (AID 2058) | U2OS GPR35 beta-arrestin-GFP translocation imaging, zaprinast antagonism; higher % means a stronger effect | one-dose inhibition, % at 10 µM; IC50 in µM for titrated hits | actives 0.052% (n = 290,000);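 active = inhibition of at least 50% with at least 30 cells and total cytoplasm GFP at most 10,000,000; inconclusive = under 30 cells or total GFP of 10,000,000 plus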
NTR1 agonist cell count 20 µM: second read-out of NTR1 agonist, no call of its own (marks repeat the call); cell count; measured here: cell count, cytotoxicity flag
* hit, by the source's call; u = inconclusive; x = no result given; [ ] = another dose, or the depositor's remark.

SMILES	UTI89 phage lysis	AID2073	HIV fusion peptide	GPR55 LPI antagonism	NTR1 agonist	NTR1 agonist cell count 20 µM	GPR55 activation	Siah-1 displacement	Dengue-2 NS5 capping	GPR35 antagonists
CC(C)c1c(C(=O)N/N=C/c2ccc3c(c2)OCO3)nnn1-c1nonc1N	-0.1%	3%	0.2%	6%	4.2	53	0.5%	3%	-8%	-16%
CCCCCC(=O)NNC(=O)c1c(O)c2ccccc2n(CC)c1=O	-0.9%	7%	3.2%	10%	1.3	55	0.0%	-6%	-1%	1%
NC(=O)NC(CC(=O)N1CCc2ccccc2C1)c1ccc(Cl)cc1 (stereo unspecified)	0.2%	11%	-0.3%	3%	0.9	45	0.2%	0%	-3%	-10%
O=C(O)Cc1ccc(NC(=O)c2cnccn2)cc1	0.8%	-1%	0.4%	1%	2.6	41	0.2%	0%	-2%	-19%
Cc1c(CNC2CCC(C)CC2)c(C(=O)O)c(C)n1Cc1ccccc1 (stereo unspecified)	4.3%	7%	-0.3%	8%	-1.8	71	0.4%	0%	-1%	-8%
Cc1cc(SCC(=O)Nc2cccc(S(=O)(=O)N3CCOCC3)c2)nc2ccccc12	-0.4%	35%	3.7%	-4%	1.3	36	-0.1%	-5%	-6%	0%
CCCCCCc1ccc(N2C[C@H](Cc3ccccc3)[C@@H](CC(=O)Nc3ccccc3)C2=O)cc1	-0.5%	8%	-0.6%	-2%	-0.6	63	-0.3%	-3%	-7%	-3%
CCOc1ccc(S(=O)(=O)N(CC)CC)cc1NS(=O)(=O)c1ccc(F)c(F)c1F	2.6%[50 µM]	10%	5.8%	-1%	-0.6	46	0.1%	3%	1%	13%
COc1cc(-c2nnc(COc3ccc(Cl)cc3C)o2)cc(OC)c1OC	0.1%	5%	-1.4%	20%	4.8	56	-0.1%	3%	-3%	-13%
CCS(=O)(=O)NCCc1csc(-c2ccccc2)n1	0.1%	8%	-0.2%	-4%	-0.7	41	0.4%	0%	-7%	9%
COc1ccc(OC)c(C(=O)CN2CCN(S(=O)(=O)c3ccc(Br)cc3)CC2)c1	0.3%	-14%	-1.7%	4%	-0.2	60	-0.1%	-1%	-2%	-16%
C=CCNc1ccc(F)c(F)c1N1CCCCCC1=O	0.1%	-7%	23%	-10%	-1.2	32	-0.2%	2%	2%	0%
CC(C)NS(=O)(=O)c1cc(C(=O)O)ccc1Cl	1.5%[50 µM]	-1%	1.7%	-10%	0.2	68	-0.2%	1%	1%	-5%
CCCN1CCN(C(=S)Nc2ccccc2C(F)(F)F)CC1	1.4%[50 µM]	-40%	0.6%	-4%	1.3	58	0.5%	-4%	-5%	-3%
C=CCNc1ccc(N2C(=O)CCCC2=O)cc1[N+](=O)[O-]	-0.2%	16%	0.9%	1%	0.4	52	0.0%	5%	-1%	-6%
O=C(Nc1ccc2nc3n(c(=O)c2c1)CCCC3)c1cc([N+](=O)[O-])ccc1F	0.0%	1%	-1.5%	-5%	29	48	0.1%	4%	-12%	-5%
COc1ccccc1N1CCN(C(=O)C2CCN(S(=O)(=O)c3ccc(Cl)cc3)CC2)CC1	-0.4%	8%	41%	21%	0.5	48	-0.1%	-2%	-6%	2%
CCOc1cccc2cc(C(=O)N3CC(C)OC(C)C3)c(=O)oc12 (stereo unspecified)	0.5%	17%	-1.1%	5%	-1.1	84	-0.4%	3%	1%	-13%
COc1ccc(-c2n[nH]c(=S)n2-c2ccc(Br)cc2)cc1OC	0.3%	-20%	-1.7%	3%	-1.3	55	0.3%	6%	-11%	-15%
CC1CC(c2ccccc2)n2nc(N3C(=O)c4ccccc4C3=O)nc2N1 (stereo unspecified)	0.7%	3%	-0.6%	0%	-0.7	71	0.3%	0%	1%	8%
O=C(COC(=O)c1ccc2c(c1)OCO2)NC1CCS(=O)(=O)C1 (stereo unspecified)	0.5%	-6%	-0.9%	-4%	0.2	35	-0.2%	0%	9%	-7%
Cn1c(N)c(C(=O)COC(=O)C2CCCCC2)c(=O)n(C)c1=O	0.3%	1%	-1.2%	-10%	-3.1	51	-0.1%	-1%	-2%	15%
CC(=O)Nc1cccc(OCC(=O)NS(=O)(=O)c2ccc(C)cc2)c1	-1.0%	3%	2.3%	-5%	0.0	53	0.0%	0%	3%	-2%
CCOCC(=O)Nc1cc(C(=O)Nc2cc(C)cc(C)c2)ccc1Cl	x	-2%	1.4%	8%	1.3	48	0.5%	2%	x	9%
Cc1ccc(N2C(S)=C(C#N)C(=O)NC2c2ccco2)cc1 (stereo unspecified)	0.1%	13%	-1.8%	16%	-0.3	69	-0.5%	11%	-13%	0%
Cc1ccc(N=C2NC(=O)c3cc([N+](=O)[O-])ccc32)cc1	7.4%	-5%	-3.7%	2%	1.0	57	-0.3%	3%	-5%	-4%
Cc1cc(NC(=O)c2cccc(N3C(=O)CCC3=O)c2)no1	2.0%	1%	-0.3%	20%	1.2	38	-0.3%	-2%	-1%	8%
COc1cccc(CN(C(=O)COc2ccc(Cl)cc2)C2CCS(=O)(=O)C2)c1 (stereo unspecified)	2.6%	4%	-0.4%	-4%	-0.8	55	-0.1%	-1%	-7%	-7%
Cc1oc(-c2cccc(C(F)(F)F)c2)nc1CN1CCN(c2ccccn2)CC1	-2.8%	0%	-0.7%	3%	1.2	57	-0.2%	7%	-1%	12%
COCCCNC(=O)CCSc1ccc(Cl)cc1	0.6%	-2%	-0.5%	-7%	-1.8	94	-0.3%	0%	6%	-10%

Structural class, the compounds so far with an aryl thioether with sulfur outside any ring.
SMILES	UTI89 phage lysis	AID2073	HIV fusion peptide	GPR55 LPI antagonism	NTR1 agonist	NTR1 agonist cell count 20 µM	GPR55 activation	Siah-1 displacement	Dengue-2 NS5 capping	GPR35 antagonists
Cc1cc(SCC(=O)Nc2cccc(S(=O)(=O)N3CCOCC3)c2)nc2ccccc12	-0.4%	35%	3.7%	-4%	1.3	36	-0.1%	-5%	-6%	0%
COCCCNC(=O)CCSc1ccc(Cl)cc1	0.6%	-2%	-0.5%	-7%	-1.8	94	-0.3%	0%	6%	-10%

The listing continues:
SMILES	UTI89 phage lysis	AID2073	HIV fusion peptide	GPR55 LPI antagonism	NTR1 agonist	NTR1 agonist cell count 20 µM	GPR55 activation	Siah-1 displacement	Dengue-2 NS5 capping	GPR35 antagonists
Cc1cc(=O)[nH]c(SCC(=O)Nc2ccc(C(=O)O)cc2)n1	-0.1%	0%	-2.7%	-11%	0.6	52	0.5%	-3%	2%	5%
COC(=O)COc1ccc(S(=O)(=O)NCCC2=CCCCC2)cc1	1.2%[50 µM]	8%	-2.0%	17%	3.9	41	0.2%	6%	1%	-9%
CCOC(=O)c1c(NC(=O)CSc2nnc(-c3c[nH]c4ccccc34)n2C)sc2c1CCCC2	-1.5%	20%	1.8%	19%	3.6	62	0.2%	6%	-3%	-10%
COc1ccc(OC)c(S(=O)(=O)N2CCN(c3c(C)cccc3C)CC2)c1	5.7%	-9%	7.8%	6%	-0.5	54	0.3%	12%	-2%	0%
C[C@H](NC(=O)OC(C)(C)C)C(=O)N/N=C/c1cccc2nccnc12	0.4%	10%	-0.2%	5%	-0.3	65	0.3%	6%	-8%	18%
CN1C(=O)C(=O)/C(=C(/O)c2ccc(Br)cc2)C1c1ccccc1F (stereo unspecified)	0.1%	19%	0.1%	1%	-0.2	90	-0.1%	0%	-7%	-1%
COc1ccc(/C=N/NC(=O)c2cc(-c3ccccc3OC)nc3ccccc23)cc1COC(C)=O	1.3%	28%	-1.4%	10%	-2.7	46	0.0%	1%	6%	14%
COc1ccc(S(=O)(=O)N(C)CC(=O)Nc2ccccc2SC)cc1	-1.1%	1%	-0.8%	5%	-1.4	47	-0.3%	-1%	-3%	-9%
NC(=O)C1CCCc2c1n(Cc1ccccc1)c1ccccc21 (stereo unspecified)	-1.2%[50 µM]	u	0.6%	3%	1.3	79	1.6%	4%	-2%	-2%
Cc1cc(NC(=O)CSc2nnnn2-c2cc(Cl)ccc2C)no1	0.2%	-1%	-0.3%	-2%	-0.2	44	-0.1%	6%	3%	15%
CCS(=O)(=O)NCCCCc1ccccc1	2.9%	24%	-2.1%	10%	12	83	-0.1%	4%	-7%	-17%
CCOC(=O)C1C(=O)C=C(N2CCOCC2)CC1c1cccc(OC)c1 (stereo unspecified)	3.2%	4%	0.9%	8%	4.2	68	-0.3%	-3%	2%	19%
CCOC(=O)C1CCCN(CC(=O)NC2CC2)C1 (stereo unspecified)	1.2%	19%	3.3%	0%	-0.5	72	-0.2%	0%	-2%	-10%
O=C(Nc1ccc2ccccc2c1)c1ccc2[nH]c(=O)c(=O)[nH]c2c1	0.2%	11%	-1.4%	2%	0.7	87	0.0%	-7%	-5%	12%
Cc1cc(C)cc(NC(=O)C2CCN(S(=O)(=O)c3ccc4c(c3)NC(=O)C(C)S4)CC2)c1 (stereo unspecified)	0.5%	9%	2.2%	-10%	3.4	62	-0.1%	2%	-15%	-16%
Cc1c(C(=O)Nc2c(F)cccc2F)sc2ncnc(N3CCN(c4ccccc4)CC3)c12	0.3%	38%	-0.6%	15%	-1.1	57	-0.6%	4%	-4%	-17%
CC(=O)Nc1cccc(C(=O)/C=C/c2ccco2)c1	6.1%	15%	44%	1%	-1.7	60	0.7%	-3%	-1%	14%
COc1ccc(C)cc1NC(=O)CCNC(=O)Cn1ccc2ccccc2c1=O	0.1%	-1%	0.2%	-1%	-0.9	51	0.3%	4%	-6%	7%
COCCNc1nc(Cl)c(C#N)s1	0.8%	-6%	-0.7%	10%	-0.9	90	-0.4%	2%	x	-10%
CC(C)(C)CN1CCC(Oc2cccc(C(=O)N3CCC[C@H]3CO)c2)CC1	0.5%	0%	2.9%	-1%	-1.2	98	-0.2%	-2%	11%	18%
O=C(N/N=C/c1c[nH]c2ccccc12)c1ccccc1O	0.6%	7%	-0.4%	-2%	1.0	99	-0.1%	3%	-2%	-1%
COc1ccc(Oc2cccc(Cl)c2CNC(=O)CC(C)(C)CC(=O)O)cc1	0.2%	-3%	0.2%	7%	0.0	65	-0.2%	8%	-3%	6%
Cc1ccc(CNC(=O)c2ccc(CNS(=O)(=O)c3ccc4c(c3)C(C)(C)C(=O)N4C)cc2)o1	-0.7%	5%	2.0%	4%	-1.7	68	-0.1%	16%	-1%	1%
